# Compound activity from PubChem.
# NPR1 activator: GC-A stimulated cGMP production enhancers – HEK293 GC-A cells, cGMP TR-FRET, EC30 ANP, primary screen | Atrial natriuretic peptide receptor 1 (Homo sapiens), P16066 | 0% at EC30 ANP, 100% saturating ANP | activation, % at 10 µM | 0.14% of 370,000 active; in the data active = activation above about 40%
# SMARCA2 act: SMARCA2 (BRM) function activators, primary screen, cell-based, luminescence, high throughput; AID 652017, 2013; activation, % at 9.1 µM; 1% of 370,000 active; MG213 cells, MMTV-luciferase reporter, dexamethasone, overnight; in the data active = activation above about 7.8%;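 also: 0% = vehicle wells and 100% = reference activator wells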
# NR1D1 modulator: modulators of Rev-erb alpha DNA binding, primary screen, biochemical, FITC-DNA, fluorescence polarization, uHTS; Nuclear receptor subfamily 1 group D member 1 (Homo sapiens), P20393; Rev-erbα–FITC-DNA binding, 90 min; activity, % at 10 µM; 0.79% of 370,000 active;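 active = activity above about 14%, limit read from the data; passing the limit was not always enough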;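 also: 0% = DMSO wells with 35 nM protein and 100% = DMSO wells with 750 nM protein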
# NPR2 activator: human GC-B receptor activators, primary screen, HEK293 GC-B cells, cGMP TR-FRET, EC30 CNP; 0% at EC30 CNP, 100% saturating CNP; activation, % at 10 µM; 0.11% of 370,000 active; AID 1920062, 2024;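 active = activation at 10 µM reaching about 35% in either raw or pattern-adjusted values, limit read from the data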
# ASAP1 GAP inh: inhibitors of human ASAP1 ArfGAP activity, primary screen, biochemical, fluorescence polarization; ASAP1-stimulated ARF1 GTP hydrolysis, GDP FP detection; inhibition, % at 16.5 µM; 0.19% of 360,000 active; AID 624377, 2012; in the data active = inhibition above about 25%;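 also: 0% = vehicle with enzyme and substrate and 100% = no enzyme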
# Target sequence (Q9ULH1 325-724 limits assumed): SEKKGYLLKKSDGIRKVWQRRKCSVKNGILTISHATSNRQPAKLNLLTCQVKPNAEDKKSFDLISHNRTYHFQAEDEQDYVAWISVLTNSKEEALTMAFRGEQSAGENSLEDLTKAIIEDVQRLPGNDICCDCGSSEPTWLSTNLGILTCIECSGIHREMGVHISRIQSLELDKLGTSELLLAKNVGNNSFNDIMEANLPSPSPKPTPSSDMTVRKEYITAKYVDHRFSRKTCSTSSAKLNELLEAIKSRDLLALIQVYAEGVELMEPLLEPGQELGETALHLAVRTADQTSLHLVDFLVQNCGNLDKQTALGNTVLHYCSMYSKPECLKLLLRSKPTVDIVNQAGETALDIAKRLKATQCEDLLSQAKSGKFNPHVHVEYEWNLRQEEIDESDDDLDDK
# HTRA1 inhibitor: HTRA1 serine protease inhibitors, primary screen, biochemical, fluorescence polarization, HTS | recombinant HTRA1, FP-rhodamine activity-based probe | inhibition, % at 5.96 µM | 0.5% of 340,000 active | AID 504803, 2011; in the data active = inhibition above about 36%;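 also: 0% = enzyme with DMSO and 100% = wells lacking enzyme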
# Target sequence (Q92743 whole entry, looked up): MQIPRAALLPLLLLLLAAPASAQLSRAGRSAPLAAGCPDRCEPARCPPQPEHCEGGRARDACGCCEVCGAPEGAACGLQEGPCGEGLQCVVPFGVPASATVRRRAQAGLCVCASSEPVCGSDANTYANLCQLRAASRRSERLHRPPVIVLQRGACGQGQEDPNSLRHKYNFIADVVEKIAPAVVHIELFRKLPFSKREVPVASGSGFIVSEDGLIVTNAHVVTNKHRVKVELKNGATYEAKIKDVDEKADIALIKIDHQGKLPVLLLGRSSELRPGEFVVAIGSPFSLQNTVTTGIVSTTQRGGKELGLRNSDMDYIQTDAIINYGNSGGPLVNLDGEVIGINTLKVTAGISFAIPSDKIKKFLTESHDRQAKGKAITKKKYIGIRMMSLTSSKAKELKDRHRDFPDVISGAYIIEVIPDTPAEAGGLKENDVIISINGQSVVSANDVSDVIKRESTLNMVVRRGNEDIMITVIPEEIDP
# PG9 binder: binders of HIV-1 gp120 antibody PG9, primary screen, biochemical, TR-FRET | HIV-1 gp120 / PG9 antibody interaction | TR-FRET gp120-PG9 antibody binding | inhibition, % at 6.7 µM | 0.43% of 360,000 active | AID 624416, 2012; in the data active = inhibition above about 8.5%
# mABHD4 FP: ABHD4 inhibitors, primary screen, biochemical, fluorescence polarization, mouse. AID 720543, 2013. (Lyso)-N-acylphosphatidylethanolamine lipase (Mus musculus), Q8VD66. purified mABHD4, FP-Rh probe fluorescence polarization. inhibition, % at 8.92 µM. 0.54% of 370,000 active;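 active = inhibition exceeding the mean over every tested compound plus 3 SD, cut at about 30% in these data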;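 also: 0% = plate median of compound wells and 100% = S159A mutant with DMSO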
#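 Test system: mABHD4 protein | Buffer or medium: HEPES pH 7.0 buffer, 150 mM NaCl, 0.01% Pluronic F-127 | Probe or stimulus: FP-Rh fluorescent activity-based probe, added after compound pre-incubation | Timing: Pre-incubation 45 min, probe exposure 60 min, at 25 °C | Technique: Fluorescence polarization, excitation 525 nm, emission 598 nm, BODIPY TMR filters | Repeats: Single well per compound (singlicate)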
# rCAG binder: binders of r(CAG) RNA repeats, primary screen, biochemical, fluorescence; AID 651821, 2012; 1.3% of 370,000 active; r(CAG) RNA repeat, TO-PRO-1 dye displacement fluorescence; inhibition, % at 3 µM;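 active = inhibition above the plate cutoff, the mean of all test compounds on that plate plus 3 SD, cut at about 35% in these data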;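 also: 0% = DMSO alone and 100% = 100 µM mitoxantrone as full dye displacement; higher means more dye released from RNA so lower well fluorescence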
# ARFGAP1 inh: inhibitors of rat ARFGAP1 GAP activity, primary screen, biochemical, fluorescence polarization, GDP tracer; Arfgap1-stimulated ARF1 GTP hydrolysis, GDP FP detection; inhibition, % at 16.5 µM; 0.26% of 360,000 active; AID 651572, 2012;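 active = inhibition above a per-plate limit, mean inhibition of low control wells plus 3 SD, cut at about 25% in these data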;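 also: 0% = DMSO wells with enzyme and 100% = wells lacking Arfgap1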
# Target sequence (Q62848 1-136 limits assumed): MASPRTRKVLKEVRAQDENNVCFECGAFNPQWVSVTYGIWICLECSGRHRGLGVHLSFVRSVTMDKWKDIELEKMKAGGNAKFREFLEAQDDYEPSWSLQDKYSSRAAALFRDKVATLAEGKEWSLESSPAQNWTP
#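 Assay system: purified rat His6-Arfgap1 residues 1-136 (GAP domain); Reagent: human Δ17 ARF1 bound to GTP; Dosing: 16.5 µM single point, 1.26% DMSO; Times: GTP hydrolysis reaction 2 h at 25 °C; Signal: FP, GDP Alexa 633 tracer displaced from anti-GDP antibody, 620/688 nm; Measure: % inhibition from polarization.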
# * marks the source's active call; other numbers are inactive results; . = not tested or not shown; & = joins results of further samples.
SMILES,NPR1 activator,SMARCA2 act,NR1D1 modulator,NPR2 activator,ASAP1 GAP inh,HTRA1 inhibitor,PG9 binder,mABHD4 FP,rCAG binder,ARFGAP1 inh
CCOC(=O)C(NCc1ccco1)(NC(=O)c1ccc(OC)cc1)C(F)(F)F (stereo unspecified),4.8,1.5,-2.2,-1.9,-5.1,5.1,-0.3,-1.2,-1.5,-5.1
Oc1ccc(C(=Nc2ccccc2)c2ccccc2)c(O)c1,-3.0,-2.3,0.1,3.7,-7.8,3.9,1.7,-2.4,0.8,-4.3
CCN(CC)CCCNC(=O)c1cn(-c2cccc(OC)c2)c(=O)c2ccccc12,1.2,-0.1,-0.6,1.3,0.6,-3.4,-1.5,-2.6,-0.9,-0.4
COc1cc(C(=O)N2CCC(C(N)=O)CC2)ccc1OCc1c(C)noc1C,-3.0,-1.3,-2.1,-0.1,2.9,2.1,1.9,-7.6,-1.4,1.6
COc1ccc(OC)c(CC(NC(C)=O)C(=O)NC2CCN(S(=O)(=O)c3ccc(NC(C)=O)cc3)CC2)c1 (stereo unspecified),-1.3,-1.6,4.7,-2.0,-3.8,7.1,-0.9,-13.4,-1.5,5.9
Cc1ccc(S(=O)(=O)N2CC3(O)CN(C(=O)OC(C)C)N(C(=O)OC(C)C)CC3(OC(=O)Nc3cccs3)C2)cc1 (stereo unspecified),2.7,2.3,5.7,-0.2,-8.2,-17.7,-0.9,10.7,5.4,6.9
O=C(NC1CCCCC1)c1ccccc1NC(=S)NC(=O)C1CC1,-1.6,-2.7,1.8,-1.7,-5.5,0.1,0.7,1.8,-0.8,-8.8
CCC(C(=O)Nc1ccc(S(=O)(=O)Nc2ncccn2)cc1)c1ccccc1 (stereo unspecified),2.6,2.5,8.7,-0.2,7.5,5.5,-1.5,-12.3,4.2,-2.8
CCOc1ccc(S(=O)(=O)NCCCl)cc1,3.1,0.4,5.3,-1.4,-1.7,1.1,0.0,7.4,-3.1,5.6
O=C(NCc1cc([N+](=O)[O-])ccc1O)c1cccnc1Sc1ccccc1,-3.1,-1.6,5.2,0.4,2.3,3.1,-0.5,1.3,7.0,9.9
Cc1nc(CCNC(=O)CC2C(=O)NCCN2CC(C)(C)C)nc2c1CCC2 (stereo unspecified),2.0,-0.9,0.5,5.3,1.6,-0.3,-1.4,8.9,-7.9,6.3
CC(C)c1ccc(NC(=O)C(c2ccccc2)N2CCN(C=O)CC2)cc1 (stereo unspecified),7.3,-0.8,2.7,5.5,-1.5,-7.0,0.6,0.5,-5.8,-2.1
CCCNC(=O)C1CN(S(=O)(=O)c2ccc(C)cc2)c2ccccc2O1 (stereo unspecified),-0.3,1.4,-1.3,6.0,2.0,1.6,-1.1,3.5,-2.3,-0.7
COc1ccc2c(c1OC)C(=O)OC2c1c(O)nc(SC)n(-c2ccccc2)c1=O (stereo unspecified),-0.3,1.4,-0.2,3.2,-4.8,-2.8,-0.9,0.9,3.9,-0.3
N#Cc1ccc(S(=O)(=O)Nc2ccc3ccccc3n2)cc1,-1.5,-1.7,-1.8,-1.1,-4.0,3.7,0.6,-5.7,0.8,7.8
COc1ccc(CCC(=O)N2CCCC(Nc3ccc(C)c(C)c3)C2)cc1OC (stereo unspecified),-1.5,-1.5,-0.1,0.4,-6.5,-5.0,-2.9,0.9,-6.7,-7.3
CCC(C(=O)Nc1ccccc1C(=O)N1CCCC1)N1C(=O)c2ccccc2C1=O (stereo unspecified),-4.2,0.0,-3.9,9.1,6.3,2.0,-0.5,3.4,-3.8,-4.0
CSc1cccc(NC(=S)N2CCC(N(C)C3CCCCC3)CC2)c1,-1.4,-3.9,4.7,-0.6,-8.6,1.5,1.2,4.3,-5.1,4.4
COc1ccc(CN2CCNC(=O)C2CC(=O)N(C)C2CCCCC2)cc1OC (stereo unspecified),-3.4,3.2,-3.4,2.3,-12.0,1.0,-0.4,-2.5,6.9,-5.3
N#Cc1ccc(CN2CCN(C(=O)Cn3nc(C(N)=O)c4ccccc4c3=O)CC2)cc1,2.8,-3.5,-1.7,-0.9,-5.1,-4.0,2.2,9.0,-4.3,-2.8

# Quoted at random: 4 entries already listed
SMILES,NPR1 activator,SMARCA2 act,NR1D1 modulator,NPR2 activator,ASAP1 GAP inh,HTRA1 inhibitor,PG9 binder,mABHD4 FP,rCAG binder,ARFGAP1 inh
CCC(C(=O)Nc1ccc(S(=O)(=O)Nc2ncccn2)cc1)c1ccccc1 (stereo unspecified),2.6,2.5,8.7,-0.2,7.5,5.5,-1.5,-12.3,4.2,-2.8
COc1ccc(CN2CCNC(=O)C2CC(=O)N(C)C2CCCCC2)cc1OC (stereo unspecified),-3.4,3.2,-3.4,2.3,-12.0,1.0,-0.4,-2.5,6.9,-5.3
Oc1ccc(C(=Nc2ccccc2)c2ccccc2)c(O)c1,-3.0,-2.3,0.1,3.7,-7.8,3.9,1.7,-2.4,0.8,-4.3
CCOC(=O)C(NCc1ccco1)(NC(=O)c1ccc(OC)cc1)C(F)(F)F (stereo unspecified),4.8,1.5,-2.2,-1.9,-5.1,5.1,-0.3,-1.2,-1.5,-5.1

# Other compounds follow.
SMILES,NPR1 activator,SMARCA2 act,NR1D1 modulator,NPR2 activator,ASAP1 GAP inh,HTRA1 inhibitor,PG9 binder,mABHD4 FP,rCAG binder,ARFGAP1 inh
CCOC(=O)C1=C(CC)OC(N)=C(C#N)C1c1ccc(NC(C)=O)cc1 (stereo unspecified),-0.7,1.8,-1.0,0.7,-11.0,-0.1,-2.2,-4.8,1.1,2.0
O=C(CSc1nnc(Cc2cccs2)n1C1CCCCC1)N1CCN(C(=O)c2ccco2)CC1,3.8,-4.1,1.5,2.2,-7.6,-0.5,0.0,-1.3,-7.0,4.2
Nc1nc2nc(-c3ccc(OCc4ccccc4)cc3)cc(C(F)(F)F)n2n1,0.9,-2.2,2.0,0.9,-10.6,-4.4,4.1,0.3,-4.6,-3.3
Nc1c(C(=O)c2ccccc2)oc2ccccc12,-1.3,2.4,5.2,-0.4,16.4,-4.7,-1.2,0.6,3.1,5.4
C=C1CCN([C@@H](Cc2ccccc2)C(=O)O)S(=O)(=O)c2ccccc21,1.7,-1.1,-2.7,10.1,-3.8,-0.9,-0.7,0.4,2.7,-9.0
CCN(CC)C(=O)C1CCN(S(=O)(=O)c2ccc3c(c2)CCCN3C(=O)C2CCC2)CC1,3.1,-2.5,0.6,1.1,-2.5,0.6,-0.2,2.4,-4.2,-3.9
C=CCNC(=O)c1oc2ccc(S(=O)(=O)N(CC)CC)cc2c1C,3.9,4.0,-0.4,3.9,7.2,0.1,-1.3,-1.8,5.3,-1.8
CCn1cc(-c2n[nH]c(=S)n2-c2ccc(C)cc2Br)c(=O)c2ccc(C)nc21,1.7,1.2,-3.6,0.6,-2.1,9.8,-0.1,-0.1,0.1,12.1
O=C(O)c1ccccc1NS(=O)(=O)c1cccc(-n2sc3ccccc3c2=O)c1,0.2,-2.2,-4.2,0.4,9.0,-0.9,1.9,3.2,71.6*,-14.8
COc1ccc2c(c1)sc(=N)n2C,2.5,-0.9,-2.2,1.7,-0.7,-3.2,0.1,4.8,1.4,-3.5
CCOc1cc2c(cc1OCC)C(C(=O)O)C(c1ccc(OC)c(O)c1)N(C)C2=O (stereo unspecified),3.3,-0.9,1.3,-0.7,2.1,-6.7,-0.2,-0.9,-2.3,19.7
Cc1noc(C)c1C(=O)N1CCC1(C)C(=O)NS(=O)(=O)c1ccc(F)cc1F (stereo unspecified),-0.8,-5.0,5.2,8.2,9.7,.,0.4,-0.4,0.1,10.9
FC(F)(F)c1ccc(NC(=S)NC2CCCCC2)cc1,2.6,-2.2,-1.9,4.1,1.9,-12.2,-0.5,-16.9,-0.2,4.6
CCOC(=O)[C@H]1[C@H]2COc3ccc(C)cc3[C@@H]2N2C(=O)c3cc(F)c(F)cc3NC(=O)[C@@]12C,0.1,0.1,-0.4,2.9,12.1,-15.4,1.3,-4.6,-0.7,3.7
CCN(CC)CCOCCOC(=O)C1(c2ccccc2)CCCC1,-1.5,-2.2,-6.5&5.1,-2.8,0.9,4.5,0.2,-246.4,0.5,9.3
COc1ccc(CNC(=O)c2cc(=O)c3ccccc3o2)cc1,-2.8,-5.2,7.5,0.6,9.3,-4.8,-0.7,-4.2,-3.7,13.2
NC(=O)N/N=C/C=C/c1ccc(F)cc1,12.6,-5.1,-1.4,-1.1,10.2,1.4,-4.1,-3.6,0.0,0.3
COc1ccc(N(CC(=O)N2CCc3ccccc3C2)S(C)(=O)=O)cc1Cl,-9.1,-2.4,1.2,-3.5,4.2,5.0,-1.6,1.8,-3.4,5.1
O=C(CSc1ccc(Cl)cc1)NNC(=O)c1ccco1,2.1,-0.8,-1.5,-1.9,4.0,1.0,1.4,-0.3,-2.1,2.5
COc1ccc(N2CC(C)Cn3c2nc2c3c(=O)n(CCN3CCOCC3)c(=O)n2C)cc1 (stereo unspecified),9.4,-2.0,-2.4,11.6,2.3,2.0,-2.6,-1.3,-1.2,-2.0
O=C(CNC(=O)C1CCCCC1)Nc1ccc(Cl)cc1,0.5,5.4,0.8,3.5,11.6,-3.1,0.2,-4.7,-2.9,1.3
O=C(NCC(=O)N1CCN(c2ncccn2)CC1)c1ccccc1F,1.1,1.7,-0.8,0.8,-9.5,4.8,-1.0,-2.9,-0.3,4.9
COc1ccc(CNC(=O)c2sc(=O)n(Cc3ccc(C)cc3)c2C)cc1,-0.4,-1.6,-0.7,0.2,-5.1,.,-1.2,-0.6,-0.1,0.1
COc1ccc(NC(=O)COc2ccc(Br)cc2)c(OC)c1,1.2,-0.1,8.1,-0.2,-10.7,0.4,2.0,5.7,-3.8,5.9
CC1=C(C(=O)OCc2ccccc2)C(c2cccs2)NC(=O)N1CCCC(=O)O (stereo unspecified),2.9,0.8,1.7,1.3,4.9,3.4,-1.0,2.7,2.7,2.9
COc1ccc(C(=O)NNC(=O)CSc2nnc(-c3cccnc3)o2)cc1,1.6,-0.5,1.9,-3.3,2.5,-4.7,-1.6,8.1,-1.5,-2.0
CN(C(=O)Cn1nc(C(=O)O)c2ccccc2c1=O)C1CCCCC1,0.0,-1.8,6.1,5.2,-2.1,2.3,0.8,-1.1,0.7,11.4
CCOC(=O)c1ccc(N=C2SC(C(=O)NC)CC(=O)N2Cc2ccc(F)cc2)cc1 (stereo unspecified),-0.3,-0.7,3.3,2.7,3.7,5.7,-1.0,4.1,0.0,1.2
